Bioassay records: PubChem BioAssay, several laboratories
Mtb UGM inh – Mtb UDP-galactopyranose mutase inhibition. purified UGM, fluorescence polarization probe displacement. inhibition, % at 10 µM. actives 0.06% (n = 320,000). AID 504406; in the data active = inhibition above about 10%, passing the limit was not always enough; inconclusive = no clear call, values can overlap the other calls
Target sequence (P9WIQ1 whole entry, looked up): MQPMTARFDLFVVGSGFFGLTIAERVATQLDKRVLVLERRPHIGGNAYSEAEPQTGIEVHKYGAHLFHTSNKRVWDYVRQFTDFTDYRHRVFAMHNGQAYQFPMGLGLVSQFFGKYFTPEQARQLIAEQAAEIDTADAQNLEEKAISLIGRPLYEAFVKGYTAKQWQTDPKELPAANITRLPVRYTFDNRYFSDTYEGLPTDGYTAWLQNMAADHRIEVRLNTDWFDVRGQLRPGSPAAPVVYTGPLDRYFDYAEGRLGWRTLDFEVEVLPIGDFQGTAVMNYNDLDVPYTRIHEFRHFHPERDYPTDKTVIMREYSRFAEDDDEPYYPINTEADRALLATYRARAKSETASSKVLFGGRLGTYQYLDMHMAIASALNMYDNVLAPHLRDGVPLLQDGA
Mtb FBA inh – inhibitors of M. tuberculosis fructose-bisphosphate aldolase. purified M. tuberculosis FBA, fluorescence read-out. actives 2.3% (n = 360,000). P9WQA3. inhibition, % at 1 µM. AID 588726; in the data active = inhibition above about 27%;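 note: 0% = vehicle and 100% = reference inhibitor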
Target sequence (P9WQA3 whole entry, looked up): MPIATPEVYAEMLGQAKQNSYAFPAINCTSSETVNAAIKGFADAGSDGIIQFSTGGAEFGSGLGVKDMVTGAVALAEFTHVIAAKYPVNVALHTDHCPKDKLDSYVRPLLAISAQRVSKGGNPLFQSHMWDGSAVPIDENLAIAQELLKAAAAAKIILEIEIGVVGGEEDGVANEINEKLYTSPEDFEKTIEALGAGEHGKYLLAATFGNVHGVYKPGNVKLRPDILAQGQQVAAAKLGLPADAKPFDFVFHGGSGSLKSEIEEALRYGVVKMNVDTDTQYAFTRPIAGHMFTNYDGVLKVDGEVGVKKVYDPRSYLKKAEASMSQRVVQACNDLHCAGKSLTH
PfHsp40 rescue – restores yeast growth despite PfHsp40 toxicity. S. cerevisiae expressing PfHsp40, growth rescue, ATP luminescence. growth rescue, % at 12.5 µM. actives 0.68% (n = 340,000). AID 504582; in the data active = growth rescue above about 28%, passing the limit was not always enough; inconclusive = no clear call, values can overlap the other calls;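 note: yeast W303a lacking pdr1 and pdr3 grown in galactose medium; growth measured after three days at 30 °C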
FadD28 binding – inhibitors of Mycobacterium tuberculosis FadD28 bisubstrate binding. FadD28 bisubstrate probe binding, fluorescence polarization. inhibition, % at 12.5 µM. AID 588549. actives 0.22% (n = 360,000); in the data active = inhibition above about 8.5%, passing the limit was not always enough; inconclusive = no clear call, values can overlap the other calls
BoNT F protease – inhibitors of Botulinum neurotoxin F light chain protease | Multiplex microsphere protease cleavage assay, flow cytometry | inhibition, % at 10 µM | actives 0.22% (n = 360,000) | AID 588497; in the data active = inhibition above about 35%, passing the limit was not always enough; inconclusive = no clear call, values can overlap the other calls; note: plate controls were buffer without enzyme for full effect and enzyme alone for no effect
GDH-TPI inh – inhibits GDH-TPI coupling enzymes, artifact for Mtb FBA screen; GDH-TPI coupled enzyme counterscreen, NADH absorbance; inhibition, % at 4.8 µM; actives 1.2% (n = 360,000); in the data active = inhibition above about 30%;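 note: 0% = DMSO wells and 100% = wells lacking the enzyme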
Anthrax LF inh2 – blocks Bacillus anthracis lethal factor protease. multiplex microsphere protease cleavage assay, LF. inhibition, % at 10 µM. actives 0.12% (n = 360,000). AID 588501; note: plate controls were buffer without enzyme for full effect and enzyme alone for no effect
BoNT-A LC inh2 – blocks Botulinum neurotoxin A light chain protease; multiplex microsphere protease substrate cleavage, flow cytometry; inhibition, % at 10 µM; actives 0.17% (n = 360,000); AID 588499; note: plate controls were buffer without enzyme for full effect and enzyme alone for no effect
BioA inh – inhibitors of Mycobacterium tuberculosis BioA enzyme; inhibition, % at 9.99 µM; actives 0.096% (n = 360,000); purified M. tuberculosis BioA enzyme, plate reader; AID 602481; in the data active = inhibition above about 40%; inconclusive = no clear call, values can overlap the other calls
* hit, by the source's call; ? = inconclusive; . = not tested or not shown. Cut-off read from the data, not from the text of the source, unless noted: active = inhibition above about 30%; inconclusive = no clear call, values can overlap the other calls; inactive = below that. No enrichment for hits. Share with any hit: about 4.7%.

SMILES	Mtb UGM inh	Mtb FBA inh	PfHsp40 rescue	FadD28 binding	BoNT F protease	GDH-TPI inh	Anthrax LF inh2	BoNT-A LC inh2	BioA inh
O=C(NC1CC1)c1cccc(S(=O)(=O)N2CCOCC2)c1	2.1	3	-0.9	1.0	-3	1	-8	0.0	-1.1
O=C(CN1C(=O)NC2(CCCC2)C1=O)Nc1ccccc1N1CCCC1	-0.8	-2	-0.4	-3.9	4	2	1	-0.2	0.9
Cc1ccc(NC(=S)NNc2ncc(C(F)(F)F)cc2Cl)cc1	0.7	-2	0.1	-0.6	-11	8	-4	-1.7	-1.3
CCOc1cccc(/C=N/NC(=O)C2CCCC2)c1O	4.5	5	-1.4	-3.9	0	-2	-2	-3.1	-1.6
Cc1ccccc1NC(=O)Cn1nc(C(=O)O)c2ccccc2c1=O	-0.1	5	-1.5	0.9	0	6	1	-0.1	-6.0
CC(=O)Nc1ccc(NC(=O)C(C)OC(=O)c2cccc(S(=O)(=O)N3CCCCCC3)c2)cc1 (stereo unspecified)	-0.7	4	0.9	-1.2	3	8	-1	0.2	-2.5
COc1ccc(CCN(C)CCC(=O)Nc2ccc(C)cc2)cc1OC	-1.6	-2	?	0.4	-14	-2	-2	0.6	.
CCOc1ccc(C(CC(=O)O)NC(=O)C23CC4CC(CC(C4)C2)C3)cc1OC (stereo unspecified)	3.5	-3	-0.4	-1.8	-4	-10	0	0.4	.
Cc1cnc(C)c(N2CCN(Cc3nc(-c4ccccc4)no3)CC2)n1	-1.6	2	0.1	-1.2	-8	23	1	-1.4	2.9
CC1CCN(CCCCOc2ccc(C(=O)c3ccccc3)cc2)CC1	0.6	-4	0.4	-2.4	.	1	.	.	0.2
COCc1c(Br)c(C)nc(OCC(=O)N/N=C/c2cc(C)n(-c3ccc([N+](=O)[O-])cc3)c2C)c1C#N	-1.2	-1	-1.0	-0.6	-4	-3	-1	-1.6	.
COc1ccc(NC(=O)OC(CN2CCCCC2)C(F)(F)F)cc1 (stereo unspecified)	2.0	1	-0.1	-0.6	-21	9	-2	-0.1	-1.7
CN1CCC(OC(=O)c2ccco2)CC1	-3.2	-2	-1.2	-0.4	-1	-3	-2	-0.7	-2.1
Nc1nc(NCc2ccco2)nn1-c1ccccc1	-0.1	1	0.4	-0.5	30	-3	6	3.2	-1.0
O=C(C=CC=Cc1ccccc1)c1ccc([N+](=O)[O-])cc1	.	-2	.	-2.3	-3	10	0	3.1	-1.5
CS(=O)(=O)Nc1ccc(C(=O)Nc2ccccc2Sc2ccccc2)cc1	.	4	1.7	-6.4	4	-2	0	-0.2	1.4
CCCC(=O)Nc1nnc([C@H]2C[C@H](O)[C@@H](CO)O2)s1	.	-1	.	-2.6	-2	-9	-1	-0.1	0.0
Cc1noc(C)c1CN1C(=O)c2cccc([N+](=O)[O-])c2C1=O	-1.2	-2	3.6	1.1	-9	16	-7	0.8	0.2
COC(=O)c1sc(NC(=O)CSc2nc3cccnc3n2C)nc1C	1.8	-3	-0.6	-1.4	-5	-2	3	0.0	-1.3
Cn1c(N)c(C(=O)Nc2cccc(Cl)c2)c(=O)n(C)c1=O	-3.4	-3	0.7	.	?	8	-20	1.0	-1.0
CC1(C)C2CCC1(CS(=O)(=O)Nc1ccc(S(=O)(=O)N3CCCCC3)cc1)C(=O)C2 (stereo unspecified)	3.0	5	-0.8	1.7	-2	7	2	1.7	-5.4
CCCCCC(=O)Oc1cccc(N2C(=O)C3CCCCC3C2=O)c1 (stereo unspecified)	0.0	5	-1.8	-1.4	-4	2	-1	-0.3	.
C/C(=N/NC(=O)c1ccncc1)c1ccc2c(c1)OCO2	2.3	-1	0.6	-1.0	0	0	-10	0.0	.
COc1cc(C)nc(NC(=O)COc2ccc(Cl)cc2C)n1	0.3	3	0.3	-3.0	-9	-1	13	-1.3	.
O=C1ON=C(c2ccccc2)/C1=C/c1ccccc1	1.5	1	-0.3	1.3	0	11	2	-5.7	-2.0
O=C(CN1CCOCC1)Nc1ccc2c(c1)CCC2	-2.5	-2	-0.8	-3.1	6	5	6	-0.3	-0.8
CCCC1C(c2ccco2)NC(c2ccco2)CC1(C)O (stereo unspecified)	0.0	6	-0.3	0.7	-4	3	-2	0.3	.
N#C/C(=C\c1ccc(O)c(O)c1)C(=O)NCCc1ccccc1	-2.0	-16	-1.1	11*	-17	11	0	-1.0	1.0
Cc1cc(C)c(S(=O)(=O)n2ccc(-c3ccc(OCCN(C)c4ccccn4)cc3)n2)c(C)c1	-2.2	-2	-0.3	-3.0	-4	-5	-8	-0.5	.
N#CCCn1c(C(C#N)(CCC#N)CCC#N)nc2ccccc21	0.6	1	-0.5	0.1	6	-5	1	0.0	0.8
Cc1ccc(NC(=O)COC(=O)c2cc(C)nc3ccccc23)c([N+](=O)[O-])c1	-0.3	0	0.8	-1.4	-5	5	1	-1.2	.
CC(C)(C)n1nc2c(c1NC(=O)c1cc3ccccc3o1)CSC2	-1.2	8	-0.5	1.4	1	9	0	0.5	.
O=C(COc1ccccc1)n1nc(-c2ccc(Cl)cc2)nc1NCc1ccco1	0.5	1	-0.8	-0.8	-3	-7	-14	0.1	.
CSc1nnc2c(n1)[nH]c1c(C)cccc12	-5.9	1	-0.6	-1.5	-10	29	-5	0.0	-2.0
Cc1cc(C)cc(NC(=O)c2nccnc2C(=O)O)c1	2.3	0	0.4	0.8	1	-2	-4	-0.4	0.1
O=C(c1ccc(Cl)cc1)N1CCN(c2ccc([N+](=O)[O-])c(NCc3cccnc3)c2)CC1	3.7	-12	1.9	-1.7	-15	20	-3	-0.8	17
CCCOc1ccc(NC(=O)CC2C(=O)Nc3ccccc3N2CC(=O)N2CCCC2)cc1 (stereo unspecified)	-3.7	7	-0.9	-2.1	-19	11	-12	-1.7	-0.6
COc1ccc(CCC(=O)NCc2ccco2)cc1	0.6	-2	-1.3	-1.2	-4	11	6	-0.6	-1.1
COc1ccc(C(=O)OCC(=O)N(Cc2ccccc2)Cc2ccccc2)c(O)c1	.	-3	.	-0.4	-5	9	-4	-0.1	-1.9
NC(=O)C1CCN(CC(=O)Nc2nccs2)CC1	0.5	0	-0.8	-0.4	9	-21	-1	-3.8	-1.0
CCOC(=O)C1CCN(C(=O)CC(C)S(=O)(=O)c2ccc3c(c2)NC(=O)CO3)CC1 (stereo unspecified)	-0.3	-1	-1.4	-6.8	0	-7	3	1.7	-4.0
COc1ccc(/C=N/NC(=O)CSCC(=O)Nc2ccccc2)cc1OC	1.9	0	-0.8	-4.0	12	19	-14	?	0.2
COc1cccc(C(C(=O)NC2CCCCC2)N(C(=O)c2ccco2)c2ccc(-n3cnnn3)c(C)c2)c1 (stereo unspecified)	1.2	-2	0.8	-1.0	-21	-2	-2	0.4	1.0
Cc1nn(-c2ccccc2)c(C)c1C(=O)OC(C)C(=O)Nc1ccc(C(N)=O)cc1 (stereo unspecified)	-0.2	6	-0.8	-0.7	-4	10	-2	0.8	4.3
CCOP(=O)(OCC)c1nc(-c2cccc3ccccc23)oc1N1CCCCC1	1.2	175*	0.0	-1.5	-4	2	-4	-0.4	.
O=c1c2cc([N+](=O)[O-])ccc2nc2n1CCCC2	-7.3	1	0.5	0.6	7	13	1	4.0	0.3
O=C(c1ccccc1F)N1CCN(C(=O)C(c2ccccc2)c2ccccc2)CC1	1.7	3	-0.7	.	1	-7	-2	0.3	0.3
Cc1ccc(C)c(S(=O)(=O)/N=C2\C=C(NS(=O)(=O)c3ccccc3)C(=O)c3ccccc32)c1	1.4	-7	-0.6	2.3	-4	15	0	1.6	2.2
COC(=O)c1ccccc1OC(=O)c1cc[n+]([O-])cc1	-0.1	-1	-0.5	0.2	-1	-1	2	0.3	.
COc1ccc(C2=CC(=O)C[C@H](c3ccc(F)cc3)C2)cc1OC	0.2	1	5.4	-4.9	0	15	-2	-0.4	6.2
C#CCn1c(S(=O)(=O)Cc2ccc(OC)cc2)nc(-c2ccccc2)c1-c1ccccc1	-0.4	2	-1.2	?	1	-5	0	0.3	2.3
COc1cccc(-n2c(-c3ccco3)nc3nc4ccccc4nc32)c1	-3.3	7	0.9	-0.7	4	10	2	2.3	.
NNC(=O)c1ccc(Cn2cc(Br)c(N)n2)cc1	0.4	-2	-1.0	-4.2	15	10	-2	-0.1	.
CCOc1ccc(NC(=O)CN(C)C(=O)c2ccc(N3CCCCC3)c([N+](=O)[O-])c2)cc1OCC	-3.7	-4	3.2	0.6	3	-4	-1	4.4	1.2
CCN1CCN(CCCNC(=O)c2ccc3c(c2)NC(=O)/C(=C\c2cccc(C)c2)S3)CC1	0.7	4	0.6	-17	3	13	-2	-1.3	0.4
C=C(C)C1CC=C(C)/C(=N/NC(=S)Nc2ccccc2)C1 (stereo unspecified)	0.3	1	4.6	-4.0	-8	20	-2	-0.5	.
O=C(OCc1c(F)cccc1Cl)c1cccnc1Cl	1.2	-2	-1.8	-4.8	4	3	1	1.7	1.8
COC(=O)C(CC(C)C)Oc1ccc2c(C)cc(=O)oc2c1 (stereo unspecified)	0.3	17	-1.8	-3.6	-6	9	-2	-1.7	1.1
Cc1nn(C(C)C(=O)NCCCN2CCCCCC2)c(=O)c2cc3sccc3n12 (stereo unspecified)	-1.5	2	1.5	-0.5	-9	-1	-2	-0.1	0.1
COc1cc(OC)cc(C(=O)NC(c2ccccc2)c2ccccc2)c1	-1.3	1	-2.3	-5.0	?	-6	-19	-3.0	0.8

Single records (already shown). Values in the order: Mtb UGM inh, Mtb FBA inh, PfHsp40 rescue, FadD28 binding, BoNT F protease, GDH-TPI inh, Anthrax LF inh2, BoNT-A LC inh2, BioA inh
`CCCOc1ccc(NC(=O)CC2C(=O)Nc3ccccc3N2CC(=O)N2CCCC2)cc1` (stereo unspecified) reads -3.7, 7, -0.9, -2.1, -19, 11, -12, -1.7, -0.6
`C#CCn1c(S(=O)(=O)Cc2ccc(OC)cc2)nc(-c2ccccc2)c1-c1ccccc1` reads -0.4, 2, -1.2, ?, 1, -5, 0, 0.3, 2.3
`NC(=O)C1CCN(CC(=O)Nc2nccs2)CC1` reads 0.5, 0, -0.8, -0.4, 9, -21, -1, -3.8, -1.0
`Cc1cc(C)c(S(=O)(=O)n2ccc(-c3ccc(OCCN(C)c4ccccn4)cc3)n2)c(C)c1` reads -2.2, -2, -0.3, -3.0, -4, -5, -8, -0.5, .

(next part)
SMILES	Mtb UGM inh	Mtb FBA inh	PfHsp40 rescue	FadD28 binding	BoNT F protease	GDH-TPI inh	Anthrax LF inh2	BoNT-A LC inh2	BioA inh
CCC/C(C#Cc1ccsc1)=C1/c2ccccc2C(=O)N1c1ccccc1	4.4	8	-0.4	-5.7	-5	14	-5	0.2	-1.4
CCOC(=O)c1cnc2scnn2c1=O	.	6	1.2	-2.5	8	9	2	1.0	-0.8
CN(Cc1ccccc1)S(=O)(=O)c1nnc(NC(=O)c2ccccc2F)s1	-0.3	5	-0.2	-2.8	1	9	0	1.3	0.5
COc1ccc(Nc2nc(C)cc(C)n2)cc1Cl	-0.9	2	1.2	0.6	-52	10	-3	-8.6	13
Cc1cc(C)c2nc(-c3ccco3)cc(C(=O)O)c2c1	.	105*	2.1	-2.0	1	6	2	-0.3	.
CCC(C)(C)NC(=O)Cn1c(-c2ccccc2)cc(C(C)=O)c1C	0.8	1	-1.1	1.8	-2	7	1	-0.4	.
Cc1ccccc1SCC(=O)NNC(=O)c1ccccc1O	2.1	4	0.5	.	0	18	1	1.3	-1.8
CNC(=S)NCc1ccc2[nH]c(C)cc2c1	-1.3	-1	-0.3	0.0	-29	-3	-10	4.4	0.3
CC1CC(C)CN(C(=O)c2cccc3c2-c2ccccc2C3=O)C1 (stereo unspecified)	2.5	0	1.9	-3.2	?	-5	1	?	.
O=C(NCCc1ccccc1)C1CCCN1S(=O)(=O)c1cccc2nsnc12 (stereo unspecified)	0.5	4	-0.4	-0.1	-4	8	1	-4.1	.
O=C(NCc1ccccc1F)C1CCCN(c2cnccn2)C1 (stereo unspecified)	7.5	3	-1.3	-0.1	3	8	-2	0.4	-0.9
